Screens deposited in PubChem BioAssay by National Center for Advancing Translational Sciences (NCATS).
KB-V1 cytotox = kills drug-selected multidrug resistant KB-V1 cells; KB-V1 MDR cells viability, CellTiter-Glo, 72 h; Potency, µM (doses to about 46.1 µM), inactives show at the top dose activity change, negative = cytotoxicity, actives largely listed as cytotoxic; hit rate 3.4% among 400,000; also: nearly all actives have a fitted effect of over 60% in size
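KB-V1, DMEM (no phenol red) + 10% FBS; cpd pin-transferred, titration series; 72 h, 37 degrees C; CellTiter-Glo, luminescence. Data normalized, curve-fit.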
KB-3-1 cytotox = KB-3-1 parental cell cytotoxicity | KB-3-1 viability, CellTiter-Glo ATP luminescence, 72 h | AID 1347075 | hit rate 1.4% among 400,000 | Potency, µM (titrated, usually from 46.1 µM), for inactives: at the top dose activity change, negative = cytotoxic, usual class: cytotoxic; also: nearly all actives have a fitted effect of over 60% in size
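Cells are dispensed, compounds pinned in, plates held at 37 °C for 72 h, then CellTiter-Glo is added and luminescence read after 10 minutes. Cell line: parental KB-3-1 in phenol-red-free DMEM, 10% FBS.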
Active calls of the source: *; ? = inconclusive. Calls follow the shape of the dose curve; as a rule, active = well fitted cell-killing curve with a large enough effect; inconclusive = small, poorly fitted or top-dose-only effect, or effect the other way; inactive = flat fitted curve, though single readings scatter. % is scaled to controls: 0 for no effect and ±100 for the full control effect; potency is read from the fitted curve at half-maximal effect. Only part of the results is shown; rates above refer to the full screens.

SMILES | KB-V1 cytotox | KB-3-1 cytotox
COc1ccc(NC(=O)CSC2=Nc3ccccc3C3=NC(CCC(=O)NCCc4ccccc4)C(=O)N23)cc1 (stereo unspecified) | 10% | 11%
Cc1ccc(Cl)cc1NC(=O)Nc1nnc(N(C)Cc2ccccc2)s1 | -19% | -8%
COc1ccc(C)cc1NC(=O)COCc1cc(-c2ccc(F)cc2)on1 | 8% | 9%
O=C(O)/C=C/c1ccc2ccccc2c1 | 0% | 0%
CCCC(=O)N(C)c1ccc(/C=C2\C=Cc3ccccc32)cc1 | -10% | ?
Cc1ccc(-c2nc3ccccc3o2)cc1NC(=O)C(C)Oc1ccccc1 (stereo unspecified) | 0% | 34%
CN(C)c1ccc(-c2ccc(CCO)cc2)cc1 | -9% | 0%
COc1ccc(CNC(=O)CC2N=C3c4ccccc4N=C(SCC(=O)Nc4ccc(N(C)C)cc4)N3C2=O)cc1 (stereo unspecified) | 20% | 1%
CCOc1ccc(-c2cc(NC(=O)c3c(F)cccc3F)c(C(=O)OC)s2)cc1 | ? | -3%
O=C1CCCC2=C1C(c1ccccc1Cl)N=C(Nc1nc3ccccc3o1)N2 (stereo unspecified) | -11% | -17%
O=S(=O)(c1cccc(F)c1)N1CCN(c2nc(-c3cccs3)nc3ccccc23)CC1 | 4% | 1%
O=C(COc1ccccc1C(=O)Nc1ccccc1)Nc1ccc(Br)cc1 | -10% | 0%
COc1ccccc1N1CCN(S(=O)(=O)c2c(C)nc3sc(C)c(C)n3c2=O)CC1 | -9% | -11%
COc1cc(OC)c(-c2nn3c(-c4cc(C)[nH]n4)nnc3s2)cc1OC | ? | 13%
O=C(C[n+]1ccccc1Cl)c1cccc([N+](=O)[O-])c1 | -4% | -2%
Cc1ccc2nc(COc3ccccc3NC(=O)Nc3ccc(F)c(Cl)c3)cc(=O)n2c1 | -3% | 17%
Cc1cc(O)c(C(c2ccc(F)cc2)N2CCCCC2)c(=O)n1Cc1ccco1 (stereo unspecified) | 7% | 0%
CCOc1cccc2sc(N(Cc3cccnc3)C(=O)c3ccco3)nc12 | -9% | -1%
O=C(NCCc1ccccc1)[C@@H]1CC=C[C@@H]2CCN(C3CC3)C(=O)[C@@H]21 | -21% | 4%
CC(C)c1ccc(NC(=O)CSC2=Nc3ccccc3C3=NC(CC(=O)NCc4cccs4)C(=O)N23)cc1 (stereo unspecified) | -1% | -1%
CN(C)c1ccc(C(CNC(=O)c2ccc(C(C)(C)C)cc2)N2CCCC2)cc1 (stereo unspecified) | -10% | ?
CCCN(CCC)CCNC(=O)CS(=O)Cc1nc(-c2ccc(OC)c(OC)c2)oc1C (stereo unspecified) | 23% | -3%
CCOC(=O)c1cc(-c2ccccc2)n(CCCC(=O)Nc2ccc(C(C)C)cc2)c1C | ? | -16%
Cc1cc(O)c(C(c2ccccc2Cl)N2CCCCC2)c(=O)n1Cc1ccco1 (stereo unspecified) | 3% | 7%
CC(C)(C)c1ccc(CSC2=Nc3ccccc3C3=NC(CC(=O)NCc4cccs4)C(=O)N23)cc1 (stereo unspecified) | -17% | -26%
Cc1ccc(C(=O)NCC(=O)OCC(=O)c2cccc3ccccc23)cc1 | -11% | 0%
CSc1cccc(NC(=O)c2ccc3c(c2)c(C)c(C)n3Cc2ccc(F)cc2)c1 | -4% | -4%
Nc1ccc(NC(=O)c2cc(Cl)ccc2O)c(Cl)c1 | -2% | -2%
Nc1ccc2c(c1)C=C/C2=C\c1ccccc1 | ? | ?
O=C(NCC1CCN(Cc2cccc(F)c2)CC1)c1cc2ccc3cccnc3c2[nH]1 | 22% | ?
CCOC(=O)c1oc2ccc(S(=O)(=O)n3nc(-c4cc(OCC)c(OCC)c(OCC)c4)cc3N)cc2c1C | 7% | 2%
COc1cc(OC)cc(C(=O)Nc2nc(-c3nnn(-c4ccc(C)cc4)c3C)ns2)c1 | ? | ?
COc1cc2c(NC3CCN(C)CC3)nc(N3CCCN(C)CC3)nc2cc1OCCOCCN(C)C | ? | 19%
CCCN(Cc1cccs1)C(=O)Nc1cc(OC)ccc1OC | 1% | -4%
CCc1cccc(C)c1NC(=O)CN1CCCN(Cc2ccc(C)cc2)S1(=O)=O | -28% | -3%
COC(=O)c1c(NC(=O)c2cc3nc(-c4ccc(Br)cc4)cc(C(F)(F)F)n3n2)sc2c1CCCC2 | 6% | -2%
CCOc1ccc(NC(=O)c2ccc3[nH]c(C)c(C)c3c2)cc1 | -10% | -23%
CCc1ccc(CNC(=O)c2ccc3c(c2)c(C)c(C)n3Cc2ccccc2)cc1 | 8% | -16%
Cc1cnc2c(C)cccc2c1/C=C/c1ccc(N(C)C)cc1 | 6% | ?
OCCN(CCO)c1ccc(/C=C/c2ccnc3ccccc23)cc1 | 13µM* | ?
C=C1C=C(C(F)F)n2ncc(C(=O)NCc3ccc(Cl)cc3)c2N1 | -12% | -7%
O=C(C[n+]1cc(Br)cc(Br)c1)c1ccc(I)cc1 | -9% | ?
CCN(CC)c1nc(C#N)nc(OC)n1 | -6% | 0%
CCc1ccc(NC(=O)CSC2=Nc3ccccc3C3=NC(CCC(=O)NCCc4ccccc4)C(=O)N23)cc1 (stereo unspecified) | 4% | 2%
COc1ccc(C2Nc3ccccc3C(=O)N2Cc2ccccc2)cc1COc1ccc([N+](=O)[O-])cc1 (stereo unspecified) | 13% | 0%
Cc1nc([N+](=O)[O-])cn1CC(=O)c1ccc2c(c1)OCCO2 | 29% | 21%
CCCCNC(=O)C1CCN(C(=O)N2CC(C)Oc3ccc(Cl)cc32)CC1 (stereo unspecified) | 0% | -19%
O=C(Nc1ccc2ccccc2c1)Nc1nnc(Br)s1 | -2% | ?
O=C(NCc1ccc2c(c1)CCN2C(=O)c1ccc(Cl)cc1)c1ccco1 | -16% | 3%
COC(=O)C(CC(=O)c1ccc(Br)cc1)n1ccnc1 (stereo unspecified) | 0% | 12%
CCC(C)NC(=O)c1ccc2nc(-c3cccs3)c(-c3cccs3)nc2c1 (stereo unspecified) | -19% | 10µM*
COc1cccc(NC(=O)c2c(-c3ccc(C)cc3)nnc3ccccc23)c1 | -5% | 1%
CCc1ccc(S(=O)(=O)c2cn(C)c3cc(N4CCOCC4)c(F)cc3c2=O)cc1 | 2% | -1%
Cc1ccc(C(=O)Nc2ccc(-c3nc4ccccc4[nH]3)cc2)cc1Br | 22% | 16%
COc1ccc(CCN2C(=O)c3[nH]nc(-c4ccccc4O)c3C2c2ccc(O)c(OC)c2)cc1 (stereo unspecified) | 6% | 12%
O=C(CSc1n[nH]c(-c2ccc(F)cc2)n1)NCc1ccccc1Cl | 10% | -21%
COC(=O)c1ccccc1NC(=O)c1cnn2c1NC(=C1CC1)C=C2C(F)F | ? | ?
COc1ccc(C2Nc3ccccc3C(=O)N2c2ccc(Cl)cc2)cc1COc1ccc(NC(C)=O)cc1 (stereo unspecified) | 22% | ?
CCCCCCCCCC[n+]1ccc(/C=C/c2c(C)[nH]c3ccccc23)cc1 | ? | 1.3µM*
CC(C)(C)C(=O)CSc1n[nH]c(-c2ccccc2)n1 | 8% | -10%

In the list so far, 3 contain a tert-butyl group.
SMILES | KB-V1 cytotox | KB-3-1 cytotox
CN(C)c1ccc(C(CNC(=O)c2ccc(C(C)(C)C)cc2)N2CCCC2)cc1 (stereo unspecified) | -10% | ?
CC(C)(C)c1ccc(CSC2=Nc3ccccc3C3=NC(CC(=O)NCc4cccs4)C(=O)N23)cc1 (stereo unspecified) | -17% | -26%
CC(C)(C)C(=O)CSc1n[nH]c(-c2ccccc2)n1 | 8% | -10%

More entries follow.
SMILES | KB-V1 cytotox | KB-3-1 cytotox
O=C1CCc2cc(S(=O)(=O)Nc3cccc(B(O)O)c3)ccc2N1 | 0% | 28%
COc1ccc(CNC(=O)c2ccc(NC(=O)N3CCSc4ncccc43)cc2)c(OC)c1 | 6% | 13%
COc1ccc(NC(=O)CSC2=Nc3ccccc3C3=NC(CCC(=O)NCc4cccs4)C(=O)N23)cc1 (stereo unspecified) | -6% | -20%
COc1ccc(OC)c(/C=C/c2nc3ccccc3c(=O)n2-c2ccc(F)c(Cl)c2)c1 | -2% | ?
COc1cc(NC(=O)CSc2ccc(-c3sc(-c4ccccc4)nc3C)nn2)cc(OC)c1 | ? | 4%
O=C1CCc2cc(S(=O)(=O)Nc3ccc4ncccc4c3)ccc2N1 | 0% | -6%
COc1cc(Nc2nc3ccccc3c3nnc(C)n23)cc(OC)c1 | 17% | -11%
Cc1ccc(CNC(=O)Cn2ncc3c(C)n(Cc4ccc(Cl)cc4)c(C)c3c2=O)cc1 | -10% | 14%
Cc1ccc(CNC(=O)c2ccc3c(c2)nc2n3CCOC2)cc1 | 0% | 12%
O=[N+]([O-])c1cccc(S(=O)(=O)N2CCN(c3nc(-c4ccccc4)nc4ccccc34)CC2)c1 | -6% | ?
O=C(NCc1ccccc1Cl)c1ccc(CSCc2ccccc2Cl)o1 | 0% | 2%
Cc1ccc(-c2nc(CS(=O)CC(=O)NCCc3ccc(Cl)cc3)c(C)o2)cc1 (stereo unspecified) | 4% | 0%
CN(C)c1ccc(/C=C/c2cc[n+](C)c3ccc4ccccc4c23)cc1 | ? | 0.92µM*
O=C(NC(c1ccco1)c1cc(Cl)c2cccnc2c1O)c1cccs1 (stereo unspecified) | ? | -4%
Nc1cccc2[nH]cnc12 | 1% | 2%
Cc1cccc(-n2nc(C)c(C(=O)N3CCN(c4ccccc4)CC3)c2-n2cccc2)c1 | -14% | -3%
CCc1ccccc1NC(=O)C(=O)NCC(c1cccnc1)N1CCN(c2ccccc2F)CC1 (stereo unspecified) | -15% | -19%
CCc1cccc2c(C(O)(c3c[nH]c4c(CC)cccc34)c3c[nH]c4c(CC)cccc34)c[nH]c12 | -6% | 3%
CN1CCCc2cc(/C=C/c3ccnc4ccccc34)ccc21 | ? | ?
Nc1cc(=O)[nH]c(=S)[nH]1 | 0% | 0%

Exported with values under each structure: part of the list above.
Order of values – KB-V1 cytotox | KB-3-1 cytotox
Cc1ccc(-c2nc(CS(=O)CC(=O)NCCc3ccc(Cl)cc3)c(C)o2)cc1 (stereo unspecified)
  4% | 0%
CN(C)c1ccc(/C=C/c2cc[n+](C)c3ccc4ccccc4c23)cc1
  ? | 0.92µM*
O=C(NC(c1ccco1)c1cc(Cl)c2cccnc2c1O)c1cccs1 (stereo unspecified)
  ? | -4%
Nc1cccc2[nH]cnc12
  1% | 2%

Of the compounds above, four contain an aryl thioether with sulfur outside any ring:
SMILES | KB-V1 cytotox | KB-3-1 cytotox
CSc1cccc(NC(=O)c2ccc3c(c2)c(C)c(C)n3Cc2ccc(F)cc2)c1 | -4% | -4%
O=C(CSc1n[nH]c(-c2ccc(F)cc2)n1)NCc1ccccc1Cl | 10% | -21%
CC(C)(C)C(=O)CSc1n[nH]c(-c2ccccc2)n1 | 8% | -10%
COc1cc(NC(=O)CSc2ccc(-c3sc(-c4ccccc4)nc3C)nn2)cc(OC)c1 | ? | 4%

More compounds.
SMILES | KB-V1 cytotox | KB-3-1 cytotox
CCCCn1c(=O)c2oc3ccccc3c2n(Cc2ccc(C)cc2)c1=O | ? | -11%
CCOc1ccc(-c2nnc(SCC(=O)NCCC(C)C)nc2-c2ccc(OCC)c(OC)c2)cc1OC | 4% | 11%
COc1ccc(C)cc1NC(=O)C(=O)NCC(c1cccnc1)N1CCN(c2ccccc2F)CC1 (stereo unspecified) | 7% | -22%
O=C(NCc1ccccc1Cl)C(=O)NCC(c1ccco1)S(=O)(=O)c1cccs1 (stereo unspecified) | -4% | 9%
O=c1[nH]c(=S)c2[nH]cnc2[nH]1 | -30% | -17%
O=C(CSc1nnc(-c2cccs2)o1)Oc1ccc(Cl)cc1 | 21% | 13%
CCc1nn(CC(=O)Nc2cccc(C(C)=O)c2)c(=O)c2cc3sccc3n12 | 4% | 6%
Cc1ccc(-n2ncc(C(=O)NCCc3ccsc3)c2C2CCN(C(=O)OC(C)(C)C)CC2)cc1C | 7% | -13%
CCOC(=O)c1ccc(OC(=O)c2cn(-c3cccc(OC)c3)c(=O)c3ccccc23)cc1 | 27% | 8%
O=C(Nc1cc(F)cc(F)c1)Nc1nnc(-c2ccncc2)s1 | 4% | -20%
CCOC(=O)c1cccc(NC(=O)NC2COc3ccccc3C2)c1 (stereo unspecified) | 7% | -28%
CC(C)c1ccc(NC(=O)CSC2=Nc3ccccc3C3=NC(CC(=O)NC4CCCCC4)C(=O)N23)cc1 (stereo unspecified) | -23% | -9%
COc1ccc(OC)c(CCNC(=O)c2cc3cccc4c3n2CC(C)S4)c1 (stereo unspecified) | 6% | -2%
O=C1O/C(=C\c2ccc(O)cc2)C(O)=C1c1ccc(O)cc1 | -8% | 7%
COc1ccccc1CNC(=O)COCc1cc(-c2ccc3c(c2)OCO3)on1 | ? | -2%
COc1cc(C(=O)NCC(c2ccc(N(C)C)cc2)N2CCc3ccccc32)cc(OC)c1OC (stereo unspecified) | 19% | 9%
